Chronic BCR inh: blocks chronic active B-cell receptor signaling; ABC-DLBCL IkBa-CBG/CBR reporter, luminescence ratio, 4 h; AID 493014; Potency, µM (doses to about 46.1 µM), for inactives: top-dose ratio change, negative = lower green/red ratio, most hits filed as inhibitors; actives 0.05% (n = 340,000); active means well fitted inhibition curve with a large enough effect in the signal ratio, with a control signal flat, not every such curve was filed as active; inconclusive means small, poorly fitted or top-dose-only effect, or effect the other way, or a change in a side signal; the % refers to the signal ratio;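 further: potency means the concentration at half of the fitted maximal effect; plate controls were basal doxycycline-induced cells for no effect and cells given 10 µM MG132 for full effect; MG132 reads +100%, hits lower the ratio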
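Doxycycline induced both beetle luciferases in TMD8 lymphoma cells; IKK-driven degradation limits the IkappaBalpha-fused green signal, while red luminescence normalises for cell number and nonspecific effects. Compounds tested up to 46 uM, 4 hrs.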
TSHR antagonist: antagonists of human thyroid stimulating hormone receptor | TSHR-expressing cells, TSH-stimulated cAMP HTRF, 2 h; active compounds read low | activity change, negative = inhibition, % at 11.5 µM | actives 0.2% (n = 330,000) | AID 504810;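 active means activity change below a set negative limit, meaning inhibition stronger than a set level, cut at about -70% in these data; inconclusive means activity change between two set negative limits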; further: on the % scale 0 is the no-effect control and ±100 the full control effect
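Read-out is FRET at 665 nm (cryptate excitation 337 nm) from a cryptate-tagged anti-cAMP antibody, competed by cell cAMP against cAMP-d2. Compounds are tested on freshly harvested TSHR cells challenged with 4nM TSH (EC80) for 2 hours at 37 deg C.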
FBPA coupling cs: inhibits coupling enzyme system, counter-screen for aldolase hits; AID 2472; actives 0.67% (n = 290,000); coupling enzyme system counterscreen, AmpLite Red fluorescence; activity change, negative = inhibition, % at 58.2 µM, hits read low; in the data active means activity change below about -30%; further: on the % scale 0 is the no-effect control and ±100 the full control effect
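Fluorescence at 525 nm excitation and 598 nm emission measured inhibition of the coupled detection system without aldolase. Compounds (at 57.5 uM final) were preincubated 10 min at room temperature with coupling enzyme reagent before a 20 min substrate/AmpLite Red step.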
AT treatment: candidate therapy for ataxia-telangiectasia; […] A-T fibroblasts, KAP-1 phosphorylation AlphaLISA; neocarzinostatin DNA damage 30 min before lysis; Potency, µM (doses to about 57.5 µM), inactives show top-dose activation, most hits filed as activators; actives 0.19% (n = 320,000); AID 485349; further: potency means the concentration at half of the fitted maximal effect; % of control where 0% means no effect; nearly all actives have a fitted effect of over 45% in size
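ATM-like activity read as KAP-1 phosphorylation via AlphaLISA donor/acceptor antibody pairs after lysis and 6 hr at 25C. Cells were ATM-null patient fibroblasts ([…], hTERT), dosed 60 min, then exposed to the DSB inducer NCS for 30 min.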
KCNH2 WT inh: blocks the wildtype human KCNH2 potassium channel; Q12809; U2OS, BacMam KCNH2, thallium flux FluxOr; active compounds read low; activity change, % at 1.84 µM; actives 0.37% (n = 340,000);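 active means maximum activity change below -70%; inconclusive means maximum activity change between -70% and -50%; inactive means maximum activity change above -50%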; further: on the % scale 0 is the no-effect control and ±100 the full control effect
Target sequence (Q12809 whole entry, looked up): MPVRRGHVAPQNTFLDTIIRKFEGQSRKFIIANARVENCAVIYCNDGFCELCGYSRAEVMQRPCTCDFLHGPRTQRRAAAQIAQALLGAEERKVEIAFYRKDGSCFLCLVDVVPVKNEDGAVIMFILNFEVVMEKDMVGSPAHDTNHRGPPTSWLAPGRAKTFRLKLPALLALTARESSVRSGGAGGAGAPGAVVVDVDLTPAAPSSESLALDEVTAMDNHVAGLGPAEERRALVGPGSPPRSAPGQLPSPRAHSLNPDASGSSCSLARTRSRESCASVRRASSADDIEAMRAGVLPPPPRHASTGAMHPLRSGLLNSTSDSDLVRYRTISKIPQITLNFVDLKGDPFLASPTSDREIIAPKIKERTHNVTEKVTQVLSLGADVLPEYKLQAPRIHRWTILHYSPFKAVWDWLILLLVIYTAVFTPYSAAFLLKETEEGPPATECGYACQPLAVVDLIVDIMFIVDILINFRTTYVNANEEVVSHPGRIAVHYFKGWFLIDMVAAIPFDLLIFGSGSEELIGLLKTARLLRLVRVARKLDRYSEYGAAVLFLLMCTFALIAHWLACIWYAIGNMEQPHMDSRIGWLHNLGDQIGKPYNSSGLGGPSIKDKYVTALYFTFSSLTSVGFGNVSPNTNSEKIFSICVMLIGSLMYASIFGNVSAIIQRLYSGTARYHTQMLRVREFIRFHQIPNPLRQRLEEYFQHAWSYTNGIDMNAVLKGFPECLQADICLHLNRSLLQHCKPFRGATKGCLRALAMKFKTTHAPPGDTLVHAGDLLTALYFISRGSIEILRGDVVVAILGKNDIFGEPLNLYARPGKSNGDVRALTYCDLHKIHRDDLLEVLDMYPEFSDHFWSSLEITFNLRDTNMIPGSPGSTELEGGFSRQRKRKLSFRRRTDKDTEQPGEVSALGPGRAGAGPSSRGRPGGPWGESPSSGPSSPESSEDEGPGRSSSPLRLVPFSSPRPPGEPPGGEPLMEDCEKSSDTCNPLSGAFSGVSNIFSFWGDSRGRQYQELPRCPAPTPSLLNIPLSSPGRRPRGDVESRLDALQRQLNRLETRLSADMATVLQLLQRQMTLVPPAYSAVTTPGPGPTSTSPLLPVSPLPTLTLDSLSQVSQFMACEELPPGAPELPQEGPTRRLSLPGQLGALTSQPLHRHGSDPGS
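U2OS cells transduced with wild-type KCNH2 virus are loaded with FluxOr dye for 45 min, and thallium flux is measured in kinetic reads before and after stimulation buffer. Rate constants are normalized to DMSO controls.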
Giardia killer: kills Giardia lamblia | Giardia lamblia trophozoite viability | activity change, % at 7.66 µM, hits read low | actives 0.15% (n = 340,000) | AID 540267; in the data active means activity change below about -80%; inconclusive means between about -30% and that limit;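 further: parasites exposed to compound for two days anaerobically before the ATP read; on the % scale 0 is the no-effect control and ±100 the full control effect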
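ATP-content bioluminescence gauges trophozoite survival. Cells (100/well) receive compound and incubate anaerobically for 48 hrs at 37 deg C; detection reagent follows for 15-30 min at room temperature.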
GALK inhibitor: galactokinase (human) inhibition; P51570; Purified GALK, Kinase-Glo residual ATP luminescence; Potency, µM (top dose mostly 57.5 µM), for inactives: top-dose activity change, negative = inhibition, actives largely listed as inhibitors; actives 0.007% (n = 270,000); AID 1868; further: potency means the concentration at half of the fitted maximal effect; on the % scale 0 is the no-effect control and ±100 the full control effect
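Luminescence from leftover ATP (Ultra-Glo luciferase/luciferin) served as read-out after a 1 h room-temperature reaction of 5 nM GALK with 35 uM ATP and 100 uM galactose.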
MLL CXXC-DNA inh: inhibitors of human MLL CXXC domain-DNA interaction. Q03164. MLL-CXXC / FITC-HOXA9 DNA fluorescence polarization. Potency, µM (highest dose often 115 µM), without a hit: top-dose activity change, negative = inhibition, actives largely listed as inhibitors. actives 0.037% (n = 290,000). AID 2662; active means well fitted inhibition curve with a large enough effect in the polarisation, with a control signal flat, not every such curve was filed as active; inconclusive means small, poorly fitted or top-dose-only effect, or effect the other way, or a change in a side signal; inactive means no such curve, though single readings can be large or run the other way; the % refers to the polarisation; further: potency means the concentration at half of the fitted maximal effect
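Purified MLL-CXXC (added from a 7 uM solution) was preincubated 5 min at ambient with pinned compounds in 50 mM Tris-HCl pH 7.5, 50 mM NaCl, 1 mM DTT, 0.05% BSA. Fluorescein-labeled HOX-A9 DNA (50 nM solution) followed, 30 min, then polarization read.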
Tb PFK block: inhibitors of T. brucei phosphofructokinase; T. brucei PFK, ADP-Glo luminescence; Potency, µM (titrated, usually from 57.5 µM), inactives show at the top dose activity, negative = inhibition, actives largely listed as inhibitors; actives 0.17% (n = 330,000); AID 485367;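 further: potency means the concentration at half of the fitted maximal effect; 0% = uninhibited 1x PFK enzyme wells and -100% = no-enzyme wells; nearly all actives have a fitted effect of over 60% in size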
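1.25 nM PFK with 0.5 mM F6P and 0.1 mM ATP in 0.1 M TEA pH 8.0, 5 mM MgCl2, incubated 45 min at room temperature; ADP measured by ADP-Glo luminescence; compounds titrated up to 57 uM.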
TCR activator: activates T cell receptor signaling. primary human leukocytes, anti-CD3, IL-2 HTRF, 48 h. Potency, µM (highest dose often 9.22 µM), inactives show at the highest dose activation of IL-2 secretion, hits mostly activators. 330,000 tested, under 10 active. AID 504894; further: % of control where 0% means no effect
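IL-2 release read by HTRF sandwich (Eu cryptate donor, d2 acceptor, 665 nm emission) after 48 hr exposure of primary human leukocytes to compound together with anti-CD3 beads in the absence of co-stimulatory signals.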
* = called active by the depositor; ? = inconclusive; / = no result given; [ ] = another dose, or the depositor's remark. Unless noted, the call rests on the fitted dose curve; in most records, active means well fitted curve in the direction sought with a large enough effect; inconclusive means small, poorly fitted or top-dose-only effect, or another doubt; inactive means no such curve, though single readings can be large; an effect the other way counts as inactive or inconclusive.

#1 O=C(NCCCN1CCCC1=O)c1c(O)nc2ccccn2c1=O
#2 O/C=c1\ccc2cccc3nc(C(F)(F)F)nc1c23
#3 CCOc1cccc(C(c2c(C)n(C)n(-c3ccccc3)c2=O)c2c(C)n(C)n(-c3ccccc3)c2=O)c1OC
#4 NC(=O)C1(NC(=O)[C@@H]2CC3(CC(c4cccc(NC(=O)[C@@H]5CCC(=O)N5)c4)=NO3)CN2C(=O)Cc2ccc(Cl)cc2)CC1 (stereo partly drawn)
#5 CCC(C)NC(=O)Cn1c(=O)n(CCCC(=O)NCc2ccccc2Cl)c(=O)c2ccccc21 (stereo not drawn)
#6 CCOC(=O)/C(C#N)=C/c1c(Oc2cc(C)cc(C)c2)nc2ccccn2c1=O
#7 O=C(COc1ccc2cc(Br)ccc2c1)N1CCCC1
#8 O=C(CN1CCCC1)Nc1ccc2c(c1)CCC2
#9 COC(=O)c1c(-c2ccc(OC)c(OC)c2)csc1N
#10 Cc1cc(C)c(NC(N)=S)c(C)c1
compound no.,1,2,3,4,5,6,7,8,9,10
Chronic BCR inh,0%,4%,?,3%,3%,-3%,14%,2%,6%,1%
TSHR antagonist,-7,-6,-1,7,1,18,-2,12,13,9
FBPA coupling cs,2,-13,4,1,-4,8,/,2,3,3
AT treatment,-3%,-2%,14%,-2%,0%,-3%,4%,-7%,/,-5%
KCNH2 WT inh,7,-2,-3,11,-4,9,-4,-3,7,-2
Giardia killer,2,7,-2,5,5,-25,5,0,-19,-2
GALK inhibitor,4%,1%,2%,-2%,-2%,3%,-2%,1%,-5%,1%
MLL CXXC-DNA inh,0%,?,11%,-3%,1%,7%,15%,10%,-4%,5%
Tb PFK block,2%,?,-1%,1%,0%,7%,-12%,-1%,?,4%
TCR activator,-10%,15%,4%,8%,-5%,0%[46.1 µM],-5%,-11%,12%,5%

#11 C=CCn1c(Cc2nc3ccc(Cl)cc3[nH]2)n[nH]c1=S
#12 CC(=O)Nc1ccc(S(=O)(=O)N(C)CC(=O)OCC(=O)c2ccc[nH]2)cc1
#13 O=C(c1ccc(S(=O)(=O)c2cccc(Cl)c2)c([N+](=O)[O-])c1)N1CCN(Cc2ccccc2)CC1
#14 S=c1[nH]nc(COc2ccc3c(c2)OCO3)n1-c1ccccc1
#15 CCN(CC)S(=O)(=O)c1ccc(N2CCOCC2)c(NC(=O)Cc2ccc(Cl)cc2)c1
#16 CCc1ccc(C(N)=S)cc1
#17 CCN(CC)CCNC(=O)c1ccc(NC(=O)c2cc(-c3ccco3)nc3ccccc23)cc1
#18 CC1(C)c2[nH]c3ccccc3c2C[C@H]2C(=O)N(CCCO)CC(=O)N21
#19 CCN(C(=O)COC(=O)c1ccccc1Cc1ccccc1)C1CCS(=O)(=O)C1 (stereo not drawn)
#20 COc1ccc(OCC(=O)OCC(=O)Nc2cc(S(=O)(=O)N3CCOCC3)ccc2Cl)cc1
compound no.,11,12,13,14,15,16,17,18,19,20
Chronic BCR inh,5%,0%,?,?,4%,-15%,-3%,-4%,-18%,0%
TSHR antagonist,6,-13,-18,-6,-7,7,-9,4,8,-13
FBPA coupling cs,-8,/,-1,1,3,1,/,0,/,/
AT treatment,-2%,-1%,4%,0%,-3%,-1%,9%,?,12%,-1%
KCNH2 WT inh,-1,14,5,-6,-5,7,1,-21,-8,-18
Giardia killer,-3,10,-13,-12,1,-5,9,11,-3,-3
GALK inhibitor,1%,/,2%,-2%,-5%,5%,7%,/,/,/
MLL CXXC-DNA inh,1%,/,-1%,-3%,4%,16%,1%,?,/,/
Tb PFK block,-16%,5%,8%,-7%,0%,2%,-2%,2%,2%,-4%
TCR activator,-6%,-2%,2%,4%,-3%[46.1 µM],5%,-6%,-3%,4%,-3%

#21 Cc1cc(N2C(=O)C(O)=C(C(=O)c3cc4ccccc4o3)C2c2ccc(Cl)cc2)no1 (stereo not drawn)
#22 CCN(CC)C(=O)[C@H]1C[C@H](CC(=O)NCC23CC4CC(CC(C4)C2)C3)C(=O)N2CCc3c([nH]c4ccc(Cl)cc34)[C@]12C
#23 COc1ccc(-c2cc(C)no2)cc1S(=O)(=O)N1CCN(c2ccccc2F)CC1
#24 O=C(Nc1nccs1)c1nc(-c2ccccc2)n(-c2ccccc2)n1
#25 O=c1nc(Nc2ccccc2)oc2ccccc12
#26 Cc1ccc(S(=O)(=O)CCSc2cccc(C(=O)Nc3ccccc3C(=O)O)c2)cc1
#27 CC1CCCC(NC(=O)COC(=O)c2cccs2)C1C (stereo not drawn)
#28 Cc1ccc(-n2c(C)nnc2SCC(=O)NC2CC2)cc1
#29 COc1ccc(C2CC(c3ccc4ccccc4c3)=NN2C(=O)CN2CCC(C(N)=O)CC2)cc1 (stereo not drawn)
#30 CCOc1ccccc1CN1CCCC(CNS(=O)(=O)c2ccc(OC)cc2)C1 (stereo not drawn)
compound no.,21,22,23,24,25,26,27,28,29,30
Chronic BCR inh,9%,0%,1%,?,?,?,2%,-3%,1%,-1%
TSHR antagonist,-12,-2,?,?,-2,-19,3,41,27,47
FBPA coupling cs,/,/,-4,4,-1,12,/,/,0,/
AT treatment,3%,-5%,6%,11%,2%,0%,-1%,28%,6%,8%
KCNH2 WT inh,6,-16,-5,-1,-2,6,8,7,-4,44
Giardia killer,6,2,16,-7,-5,-6,32[activator],?,2,-21
GALK inhibitor,2%,/,1%,2%,/,1%,/,5%,0%,-2%
MLL CXXC-DNA inh,2%,/,15%,-13%,3%,-2%,/,13%,30%[activator],10%
Tb PFK block,1%,-9%,2%,-5%,-1%,0%,1%,-2%,-4%,-15%
TCR activator,-10%,-5%[46.1 µM],-2%,/,-2%,-3%,0%,-7%,/,-1%

Records 1 to 3 from above:
#1 O=C(NCCCN1CCCC1=O)c1c(O)nc2ccccn2c1=O
#2 O/C=c1\ccc2cccc3nc(C(F)(F)F)nc1c23
#3 CCOc1cccc(C(c2c(C)n(C)n(-c3ccccc3)c2=O)c2c(C)n(C)n(-c3ccccc3)c2=O)c1OC
compound no.,1,2,3
Chronic BCR inh,0%,4%,?
TSHR antagonist,-7,-6,-1
FBPA coupling cs,2,-13,4
AT treatment,-3%,-2%,14%
KCNH2 WT inh,7,-2,-3
Giardia killer,2,7,-2
GALK inhibitor,4%,1%,2%
MLL CXXC-DNA inh,0%,?,11%
Tb PFK block,2%,?,-1%
TCR activator,-10%,15%,4%

Next part:
#31 COc1ccc2cc(C(c3nnnn3CC3CCCO3)N3CCOCC3)c(=O)[nH]c2c1 (stereo not drawn)
#32 CCOc1ccc(N2CC(C(=O)NCCc3c[nH]c4ccc(C)cc34)CC2=O)cc1 (stereo not drawn)
#33 Cc1cc(C)cc(NC(=O)C2CCN(C(=O)c3cccs3)CC2)c1
#34 O=C(c1ccc(S(=O)(=O)c2ccc(Cl)cc2)cc1)N1CCOCC1
#35 COc1ccccc1NC(=S)NCCc1ccc(F)cc1
#36 CCN(CC)c1ncnc2c1[nH]c1ccccc12
#37 Cc1ccccc1CN1CCN(C(=O)c2cc(-c3ccncc3)nc3ccccc23)CC1
#38 Cc1cc(=O)n2nc(N3CCC(C(=O)NCC(C)c4ccccc4)CC3)sc2n1 (stereo not drawn)
#39 c1ccc(Cc2c[nH]c3ccccc23)cc1
#40 O=C(COc1ccc([N+](=O)[O-])cc1)Nn1cnnc1
#41 Cc1ccc2nc(NC(=O)c3ccc(NS(=O)(=O)c4cccs4)cc3)sc2c1
#42 COc1ccc(OC)c(NC(=O)c2nc(S(=O)(=O)Cc3ccccc3)ncc2Cl)c1
compound no.,31,32,33,34,35,36,37,38,39,40,41,42
Chronic BCR inh,1%,0%,-10%,3%,0%,9%,-16%,?,4%,-3%,?,?
TSHR antagonist,11,-11,2,2,-12,-12,-6,-3,10,-3,-14,-93*
FBPA coupling cs,0,0,1,0,0,-2,/,-2,0,-2,1,/
AT treatment,10%,8%,-1%,1%,1%,-1%,-22%,-1%,27%,3%,-4%,1%
KCNH2 WT inh,-10,-12,4,-3,3,9,0,-4,8,2,-1,-40
Giardia killer,2,6,8,16,-6,-12,-10,-1,-9,-2,-10,-7
GALK inhibitor,4%,-1%,2%,10%,-3%,-3%,-2%,-4%,8%,1%,-28%,-1%
MLL CXXC-DNA inh,-2%,6%,-4%,0%,7%,15%,-2%,13%,3%,-4%,-2%,?
Tb PFK block,-4%,-5%,0%,-4%,5%,3%,0%,-3%,-9%,0%,7%,-20%
TCR activator,-3%,-1%,2%,1%,2%,-4%,5%,-5%,/,4%,-1%[46.1 µM],-3%

Bioassay records deposited in PubChem by National Center for Advancing Translational Sciences (NCATS).
